Screening results: PubChem BioAssay, National Center for Advancing Translational Sciences (NCATS)
p53 reactivator – restores transcriptional activity of mutant p53; 320,000 compounds, 0.063% hits; H1299 p53-A138V BP100-luciferase reporter, luminescence, 24 h; Potency, µM (titrated, usually from 92.2 µM), for inactives: at the highest dose activity change, positive = activation, most hits filed as activators; also: % of control where 0% means no effect; nearly all actives have a fitted effect of over 45% in size
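p53-null H1299 cells stably carrying temperature-sensitive p53-A138V and a BP100-luciferase reporter were pinned with compounds (4-point, 1:5 series) and held 24 hrs at 37 deg C. Luminescence was read 10 min after detection reagent.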
BRCA1 expr act – increases BRCA1 expression; MCF7-BRCA1-FFLuc reporter, luminescence, 48 h; response scale: scaled: vehicle 0%, 10 µM genistein 100%; AID 624202; 380,000 compounds, 1.1% hits; Potency, µM (highest dose often 46.1 µM), for the others: at the top dose activation, most hits filed as activators; also: nearly all actives have a fitted effect of over 80% in size; some results filed as inactive show a strong effect at the top dose
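Reporter cells (MCF7, BRCA1 promoter-firefly luciferase) received library compounds across a concentration series for 48 h. End-point luminescence was measured and concentration-effect curves derived after normalization.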
MBNL1-CUG inh – inhibitors of human MBNL1 binding to CUG repeat RNA | Q9NR56 | TR-FRET MBNL1-His/biotin-(CUG)12 binding, 665/545 ratio | Potency, µM (doses to about 57.5 µM), without a hit: top-dose activity change, negative = inhibition, usual class: inhibitors | 280,000 compounds, 0.036% hits; active = well fitted inhibition curve with a large enough effect in the signal ratio, with a control signal flat, not every such curve was filed as active; inconclusive = small, poorly fitted or top-dose-only effect, or effect the other way, or a change in a side signal; inactive = no such curve, though single readings can be large or run the other way; the % refers to the signal ratio; also: % is scaled to controls: 0 for no effect and ±100 for the full control effect
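His-tagged MBNL1 binding to biotinylated (CUG)12 RNA was measured by TR-FRET using terbium anti-His antibody (0.055 ng/ul final) and streptavidin-XL665 (5 nM final). Compounds were titrated 92 nM to 58 uM; 60 min at room temperature.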
RORgamma inh – blocks mouse ROR gamma transcriptional activity; P51450; Drosophila S2 Gal4-RORgamma UAS-luciferase reporter, 20 h; Potency, µM (doses to about 53.6 µM), for the others: at the top dose activity change, negative = inhibition, hits mostly inhibitors; 310,000 compounds, 5.4% hits; AID 2551; also: % is scaled to controls: 0 for no effect and ±100 for the full control effect; nearly all actives have a fitted effect of over 60% in size
Target sequence (P51450 whole entry, looked up, the tested form may be a part): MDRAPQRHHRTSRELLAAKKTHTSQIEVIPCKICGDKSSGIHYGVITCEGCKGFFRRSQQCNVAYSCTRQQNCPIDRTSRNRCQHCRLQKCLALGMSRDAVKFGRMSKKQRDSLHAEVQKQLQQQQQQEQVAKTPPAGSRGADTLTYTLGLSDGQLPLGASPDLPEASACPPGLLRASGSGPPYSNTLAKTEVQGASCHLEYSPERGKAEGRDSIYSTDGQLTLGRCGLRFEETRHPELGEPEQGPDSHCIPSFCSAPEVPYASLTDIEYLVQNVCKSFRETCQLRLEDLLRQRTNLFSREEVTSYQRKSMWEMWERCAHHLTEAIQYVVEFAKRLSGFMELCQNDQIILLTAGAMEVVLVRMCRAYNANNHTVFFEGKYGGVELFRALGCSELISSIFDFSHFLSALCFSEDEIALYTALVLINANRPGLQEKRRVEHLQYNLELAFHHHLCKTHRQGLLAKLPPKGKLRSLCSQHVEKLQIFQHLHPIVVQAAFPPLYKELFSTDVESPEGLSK
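Drosophila S2 cells stably expressing Gal4-DBD/mouse RORγ fusion under metallothionein promoter plus UAS-luciferase; compound 1 h, then 700 uM CuSO4 induction for 20 h at ambient temperature; inhibition read as reduced luminescence.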
NPC1 prom act – activates the NPC1 promoter; Huh7 NPC1 promoter luciferase reporter, 24 h; Potency, µM (top dose mostly 9.22 µM), inactives show at the highest dose activation, hits mostly activators; 320,000 compounds, 2.4% hits; AID 485313;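 also: % of control where 0% means no effect; nearly all actives have a fitted effect of over 60% in size; reporter is driven by a mutant NPC1 promoter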
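Huh7 cells stably carrying NPC1 promoter–luciferase, plated in Opti-MEM with 10% FBS for 2 h, were exposed to compound in DMSO for 24 h at 37 °C; luciferase reagent was added for 10 min and luminescence read.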
Gal4-VP16 FLuc – Gal4-VP16 reporter inhibition counter-screen; Drosophila S2 Gal4-VP16 UAS-luciferase, luminescence, 20 h; Potency, µM (highest dose often 53.6 µM), without a hit: at the highest dose activity, negative = inhibition, actives largely listed as inhibitors; 310,000 compounds, 3.5% hits;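 also: Gal4-VP16 expression switched on by copper sulfate through the metallothionein promoter; % is scaled to controls: 0 for no effect and ±100 for the full control effect; nearly all actives have a fitted effect of over 50% in size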
FLuc modulator – inhibits or activates purified firefly luciferase, miR-21 counter-screen | 360,000 compounds, 6.9% hits | AID 588342 | purified FLuc, Km substrates, luminescence inhibition | Potency, µM (titrated, usually from 57.5 µM), without a hit: top-dose activity change, negative = inhibition, most hits filed as inhibitors | P08659;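 also: plate controls were vehicle for no effect and reference inhibitor for full effect; nearly all actives have a fitted effect of over 55% in size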
Target sequence (P08659 whole entry, looked up): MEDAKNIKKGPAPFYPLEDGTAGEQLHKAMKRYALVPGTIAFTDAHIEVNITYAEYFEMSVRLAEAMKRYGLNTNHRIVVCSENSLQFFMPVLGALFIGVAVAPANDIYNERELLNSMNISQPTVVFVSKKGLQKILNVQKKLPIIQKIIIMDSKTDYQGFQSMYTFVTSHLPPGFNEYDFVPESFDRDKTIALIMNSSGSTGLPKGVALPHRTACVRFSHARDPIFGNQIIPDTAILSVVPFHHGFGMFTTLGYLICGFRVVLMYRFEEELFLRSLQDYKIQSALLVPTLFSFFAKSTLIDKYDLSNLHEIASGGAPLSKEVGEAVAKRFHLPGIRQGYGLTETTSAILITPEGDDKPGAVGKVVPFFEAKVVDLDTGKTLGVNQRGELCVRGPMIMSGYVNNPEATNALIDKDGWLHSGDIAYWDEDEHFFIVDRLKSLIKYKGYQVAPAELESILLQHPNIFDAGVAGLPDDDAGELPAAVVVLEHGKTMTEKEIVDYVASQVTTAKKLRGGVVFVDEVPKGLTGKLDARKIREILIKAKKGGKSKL
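Purified P. pyralis luciferase (10nM final) with 10uM D-luciferin and 10uM ATP (Km levels) in 50mM Tris acetate pH 7.5, 10mM Mg acetate, 0.01% Tween-20, 0.05% BSA; qHTS 6-point titration, ~60 µM downward; luminescence read.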
Rab9 promoter act – activators of Rab9 promoter. Huh7 Rab9 promoter-luciferase reporter, luminescence, 24 h. Potency, µM (series often up to 9.22 µM), for the others: at the highest dose activation, negative = inhibition, hits mostly activators. 320,000 compounds, 2.8% hits; also: % of control where 0% means no effect; nearly all actives have a fitted effect of over 60% in size
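Cells were plated at 1500 per well in reduced-serum medium with 10% FBS and left 2 h. Compound in DMSO was then added for 24 h at 37 °C. Reporter signal was read by luminescence after 10 min with luciferase detection reagent.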
ELG1 genotox – genotoxicity induction in ELG1-luciferase HEK293T cells; HEK293T ELG1-luciferase reporter, luminescence, 16 h; Potency, µM (doses to about 46 µM), for inactives: at the top dose activity change, positive = activation, hits mostly activators; 330,000 compounds, 1.3% hits; also: % of control where 0% means no effect; nearly all actives have a fitted effect of over 60% in size
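Screening used a luciferase reporter fused to human ELG1 in HEK293T cells. Luminescence was read on a CCD plate imager after 16 hr exposure and 30 min ONE-Glo incubation.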
uPA surface inh – blocks generation of uPA at the cell surface | cell surface uPA generation assay, qHTS | Potency, µM (series often up to 38.3 µM), for the others: top-dose activity change, negative = inhibition, usual class: inhibitors | 330,000 compounds, 0.31% hits | AID 540303; active = well fitted inhibition curve with a large enough effect; inconclusive = small, poorly fitted or top-dose-only effect; inactive = no such curve, though single readings can be large or run the other way; tested in mouse RAW 264.7 cells; also: % is scaled to controls: 0 for no effect and ±100 for the full control effect; nearly all actives have a fitted effect of over 55% in size
MLL CXXC-DNA inh – blocks binding of human MLL CXXC domain to DNA; Q03164; MLL-CXXC / FITC-HOXA9 DNA fluorescence polarization; Potency, µM (series often up to 115 µM), for inactives: top-dose activity change, negative = inhibition, most hits filed as inhibitors; 290,000 compounds, 0.037% hits; AID 2662; active = well fitted inhibition curve with a large enough effect in the polarisation, with a control signal flat, not every such curve was filed as active; inconclusive = small, poorly fitted or top-dose-only effect, or effect the other way, or a change in a side signal; inactive = no such curve, though single readings can be large or run the other way; the % refers to the polarisation
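Purified MLL-CXXC (added from a 7 uM solution) was preincubated 5 min at ambient with pinned compounds in 50 mM Tris-HCl pH 7.5, 50 mM NaCl, 1 mM DTT, 0.05% BSA. Fluorescein-labeled HOX-A9 DNA (50 nM solution) followed, 30 min, then polarization read.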
* = called active by the depositor; ? = inconclusive; / = not tested or not shown; [ ] = another dose, or the depositor's remark. Unless noted, calls follow the shape of the dose curve; as a rule, active = well fitted curve in the direction sought with a large enough effect; inconclusive = small, poorly fitted or top-dose-only effect, or another doubt; inactive = no such curve, though single readings can be large; an effect the other way counts as inactive or inconclusive. Potency is read from the fitted curve at half-maximal effect.

1. CC(C)N(Cc1nccn1C)C(=O)CC1C(=O)NCCN1Cc1ccccc1C(F)(F)F (stereo not given)
2. Cc1ccc(Cl)c2sc(N3CCN(C(=O)c4ccco4)CC3)nc12
3. Clc1cccc(OCc2nc(-c3ccncc3)no2)c1
4. COc1ccccc1CC(=O)Nc1cc(S(=O)(=O)N2CCOCC2)ccc1N1CCOCC1
5. CCOC(=O)CN1C(=O)C(O)=C(C(C)=O)C1c1ccccc1 (stereo not given)
6. Cc1onc(-c2c(Cl)cccc2Cl)c1C(=O)NCCN1CCOCC1
7. O=C(COC(=O)CCc1nc2ccccc2n1-c1ccccc1)Nc1ccc(N2CCCCC2)cc1
8. CC(=O)c1ccc(COC(=O)Cc2ccc([N+](=O)[O-])cc2)cc1
9. Cc1ccc(OCC(=O)NCc2n[nH]c(=O)c3ccccc23)cc1
10. CCCc1c(O)nc(SCCN(CC)CC)[nH]c1=O

assay / compound,1,2,3,4,5,6,7,8,9,10
p53 reactivator,1%,-4%,15%,-1%,0%,-6%,4%,/,-3%,2%
BRCA1 expr act,-6%,-32%,94%,-7%,14%,1%,-1%,-15%,-12%,5%
MBNL1-CUG inh,-4%,/,-9%,/,2%,-3%,5%,?,/,-3%
RORgamma inh,2%,/,25%,/,1%,-29%,?,-3%,/,-36%
NPC1 prom act,-1%,-2%,7%,-2%,0%,0%,10%,-3%,4%,0%
Gal4-VP16 FLuc,-9%,/,-10%,/,11%,-10%,6.3µM*,-14%,/,1%
FLuc modulator,-1%,-1%,-19%,-2%,-2%,1%,?,5%,5%,5%
Rab9 promoter act,0%,-4%,23%,-2%,-4%,-2%,-1%,5%,-1%,-9%
ELG1 genotox,0%,-13%,11%,0%,7%,0%,-2%,0%,-3%,-1%
uPA surface inh,-9%,2%,5%,-6%,17%,/,-4%,8%,4%,1%
MLL CXXC-DNA inh,18%,/,6%,/,-2%,3%,-1%,-3%,/,3%

11. Fc1ccccc1CSc1nc2ccccc2[nH]1
12. CCn1c(COc2ccc(=O)n(-c3ccccc3)n2)n[nH]c1=S
13. COCCc1ncc(CN2CCCC(C(=O)Nc3cccc(-c4cccc(C)c4)c3)C2)cn1 (stereo not given)
14. COc1ccc(C(=O)c2nc3c(n2O)CCCC3)cc1OC
15. COCc1nnc(NC(=O)c2ccc(NC(C)=O)cc2)s1
16. O=C(c1ccco1)N1CCN(Cc2ccccc2F)CC1
17. CC1CCN(S(=O)(=O)c2ccc3c(c2)CCN3C(=O)CCC(=O)O)CC1
18. CS(=O)(=O)N1CC(C(=O)NN)Oc2ccc(Cl)cc21 (stereo not given)
19. CCOCc1nnc(NC(=O)CCS(=O)(=O)Cc2ccccc2)s1
20. NC(=NCCc1ccccc1)NS(=O)(=O)c1ccccc1F

assay / compound,11,12,13,14,15,16,17,18,19,20
p53 reactivator,?,-3%,-4%,2%,?,/,6%,-16%,-23%,5%
BRCA1 expr act,?,2%,4%,4%,9%,17%,-14%,-1%,-14%,-12%
MBNL1-CUG inh,2%,9%,-1%,?,3%,-22%,-5%,-9%,5%,-3%
RORgamma inh,-19%,-32%,25%,-17%,26%,28%,-17%,-4%,10%,-6%
NPC1 prom act,1.8µM*,-3%,-1%,0%,-1%,1%,0%,-2%,-1%,-9%
Gal4-VP16 FLuc,?,-12%,-3%,9%,-5%,-13%,0%,1%,-4%,0%
FLuc modulator,2.4µM*,2%,0%,-1%,-3%,0%,6%,4%,-2%,4%
Rab9 promoter act,1.3µM*,-2%,-7%,1%,11%,5%,-2%,-3%,3%,-7%
ELG1 genotox,?,3%,-4%,3%,6%,0%,1%,0%,-2%,-1%
uPA surface inh,-7%,4%,-11%,-5%,2%,-1%,0%,-4%,-2%,3%
MLL CXXC-DNA inh,-1%,1%,-4%,-4%,-10%,-1%,5%,1%,31%,0%

21. COC(=O)c1ccc(Cn2c(CN3CCOCC3)nc3ccccc3c2=O)o1
22. CC(C(=O)N1CCN(Cc2ccc3c(c2)OCO3)CC1)c1ccc([N+](=O)[O-])cc1 (stereo not given)
23. COc1cccc(N2CCN(CC(=O)NCc3ccccc3)CC2)c1
24. Cc1ccc(C(=O)N2C3C=CC(C3)C2(C(F)(F)F)C(F)(F)F)cc1 (stereo not given)
25. CCN(CC)S(=O)(=O)c1cc(NC(=O)C(=O)c2c(-c3ccccc3)cc3ccccn23)ccc1C
26. CC(C)c1ccc(C(=O)NNC(=O)C2C3CCC(C3)C2C(=O)O)cc1 (stereo not given)
27. CCCCCn1c(CCNC(=O)CCC)nc2ccccc21
28. O=C(NCc1ccccc1CN1CCCC1)c1cccc(N2CCCC2=O)c1
29. Cc1cc(S(=O)(=O)N2CCCC2)ccc1OCC(=O)N1CCC(C(N)=O)CC1
30. CCOc1ccc(/C=N/NC(=S)Nc2c(C)cccc2C)cc1

assay / compound,21,22,23,24,25,26,27,28,29,30
p53 reactivator,-11%,-4%,/,-6%,3%,12%,-3%,?,-4%,-2%
BRCA1 expr act,5%,-21%,0%,-15%,-69%,/,3%,1%,3%,-45%
MBNL1-CUG inh,-1%,?,-1%,-1%,17%,-1%,-5%,/,9%,-1%
RORgamma inh,0%,?,-1%,?,-20%,?,-20%,/,10%,1µM*
NPC1 prom act,1%,2%,1%,0%,-6%,0.5µM*,-2%,-7%,0%,0%
Gal4-VP16 FLuc,-3%,-12%,0%,-5%,-3%,-27%,-5%,/,0%,2µM*
FLuc modulator,-1%,0%,1%,-4%,7%,7.6µM*,-1%,3%,1%,-5%
Rab9 promoter act,-2%,8%,2%,0%,-6%,1.3µM*,-7%,-1%,0%,2%
ELG1 genotox,2%,-8%,0%,0%,-18%,4.6µM*,-2%,1%,-2%,-19%
uPA surface inh,3%,4%,-2%,4%,-3%,/,-6%,2%,6%,47%[activator]
MLL CXXC-DNA inh,0%,?,-1%,1%,3%,2%,6%,/,-8%,16%

31. Cc1cccc2cc(CN(Cc3ccc(F)cc3)C(=O)N3CCOCC3)c(=O)[nH]c12
32. O=C(NN1C(=O)/C(=C/c2ccc(O)cc2)SC1=S)c1cccc(O)c1
33. CC(C)OP(=O)(OC(C)C)C(NC(=O)c1ccc(Br)cc1)c1ccccc1 (stereo not given)
34. CC1CCCCC1NC(=O)CSc1nnc(CN2CCOCC2)n1C (stereo not given)
35. Cn1cccc1C1C(C#N)=C(N)OC2=C1C(=O)CCC2 (stereo not given)
36. COc1ccccc1NC(=O)CCC(=O)Nc1cc(OC)c(NC(=O)c2cccs2)cc1OC

assay / compound,31,32,33,34,35,36
p53 reactivator,-1%,/,9%,-6%,-1%,-2%
BRCA1 expr act,-9%,1%,-77%,-2%,-1%,-41%
MBNL1-CUG inh,-8%,?,-10%,-1%,?,4%
RORgamma inh,?,31%,10%,3%,-6%,-4%
NPC1 prom act,-3%,2%,-2%,1%,-5%,3%
Gal4-VP16 FLuc,1%,12%,-3%,-3%[0.365 µM],4%,-9%
FLuc modulator,1%,?,1%,-3%,0%,-3%
Rab9 promoter act,-6%,-2%,3%,-4%,10%,-5%
ELG1 genotox,-9%,11%,-11%,-3%,1%,0%
uPA surface inh,9%,-2%,/,-1%,-2%,/
MLL CXXC-DNA inh,-13%,73%[activator],0%,-6%,?,-7%

Complete entries from above.
Entry for Cn1cccc1C1C(C#N)=C(N)OC2=C1C(=O)CCC2 (stereo not given) → p53 reactivator: -1%; BRCA1 expr act: -1%; MBNL1-CUG inh: ?; RORgamma inh: -6%; NPC1 prom act: -5%; Gal4-VP16 FLuc: 4%; FLuc modulator: 0%; Rab9 promoter act: 10%; ELG1 genotox: 1%; uPA surface inh: -2%; MLL CXXC-DNA inh: ?
Entry for O=C(NN1C(=O)/C(=C/c2ccc(O)cc2)SC1=S)c1cccc(O)c1 → p53 reactivator: /; BRCA1 expr act: 1%; MBNL1-CUG inh: ?; RORgamma inh: 31%; NPC1 prom act: 2%; Gal4-VP16 FLuc: 12%; FLuc modulator: ?; Rab9 promoter act: -2%; ELG1 genotox: 11%; uPA surface inh: -2%; MLL CXXC-DNA inh: 73%[activator]

An excerpt, so the mix of outcomes need not match the whole.
